Bioassay records deposited in PubChem BioAssay by National Center for Advancing Translational Sciences (NCATS).
KB-V1 cytotox – KB-V1 MDR subline cytotoxicity; KB-V1 MDR cells viability, CellTiter-Glo, 72 h; Potency, µM (titrated, usually from 46.1 µM), for inactives: at the top dose activity change, negative = cytotoxicity, usual class: cytotoxic; 400,000 tested, 3.4% active; AID 1347076; also: potency is read from the fitted curve at half-maximal effect; % is scaled to controls: 0 for no effect and ±100 for the full control effect; nearly all actives have a fitted effect of over 60% in size
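KB-V1, DMEM (no phenol red) + 10% FBS; cpd pin-transferred, titration series; 72 h, 37 degrees C; CellTiter-Glo, luminescence. Data normalized, curve-fit.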
IL1B secr inh – inhibitors of inflammasome signaling (IL-1 beta secretion). THP-1 LPS/ATP IL-1B secretion, AlphaLISA, 16 h; stronger effect = lower value. activity change, % at 57.5 µM. 360,000 tested, 4.7% active; in the data active = activity change below about -50%; inconclusive = mostly about -30% to -49%; also: % is scaled to controls: 0 for no effect and ±100 for the full control effect
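THP-1 cells pretreated 1 hr with compounds (up to 57.5 uM final), then stimulated with LPS (250 ng/mL final) plus ATP (1.25 mM final); secreted IL-1B measured by AlphaLISA after 16 hr, decreased signal indicating inhibition.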
HT1080 IDH1KD tx – HT-1080 IDH1 knockdown cell toxicity (counter line). HT-1080 IDH1 knockdown viability, ATP luminescence, 48 h. Potency, µM (titrated, usually from 46.1 µM), inactives show at the highest dose activity, negative = toxicity, hits mostly cytotoxic. AID 686971. 360,000 tested, 2% active;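 also: potency is read from the fitted curve at half-maximal effect; 0% = DMSO wells and -100% = cell-free medium wells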
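HT-1080-IDH1KD cells (IDH1 knocked down), 750/well in RPMI with 5% FBS, treated with compound 48 h at 37 degrees C. Viability by CellTiter-Glo luminescence, normalised to DMSO and no-cell wells; concentration-response curves classed.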
S2 tox – viability counter-screen for ATXN expression inhibitors; Potency, µM (doses to about 56.7 µM), most hits filed as cytotoxic; AID 651635; S2 cells (HEK-293 line with an ATXN2-luciferase reporter) viability, CellTiter-Fluor protease fluorescence, 24 h; 400,000 tested, 0.49% active; also: potency is read from the fitted curve at half-maximal effect; nearly all actives have a fitted effect of over 40% in size
MCF10A rereplic – inducers of DNA re-replication in MCF 10A breast cells | MCF 10A DNA re-replication, Hoechst nuclear intensity, 48 h | Potency, µM (titrated, usually from 46.1 µM), for the others: at the top dose activity, positive = re-replication, actives largely listed as activators | 350,000 tested, 2.9% active | AID 624296; also: potency is read from the fitted curve at half-maximal effect; % of control where 0% means no effect; nearly all actives have a fitted effect of over 50% in size
HT1080-NT tox – kills 2HG-producing HT-1080-NT fibrosarcoma cells. Potency, µM (doses to about 46.1 µM), for inactives: at the top dose activity, negative = less viability, actives largely listed as cytotoxic. 360,000 tested, 1.6% active. HT-1080-NT fibrosarcoma viability, CellTiter-Glo ATP luminescence, 48 h;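 also: NT is the 2HG producing partner of a matched IDH1 knockdown line; potency is read from the fitted curve at half-maximal effect; 0% = DMSO-treated cells and -100% = media-only wells without cells; nearly all actives have a fitted effect of over 55% in size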
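Toxicity toward the 2HG-producing NT line was scored as %Activity, normalised to DMSO and no-cell wells, from CellTiter-Glo luminescence after 48 hours' treatment.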
KB-3-1 tox – kills parental KB-3-1 adenocarcinoma cells; 400,000 tested, 1.4% active; KB-3-1 viability, CellTiter-Glo ATP luminescence, 72 h; Potency, µM (series often up to 46.1 µM), inactives show top-dose activity change, negative = cytotoxic, hits mostly cytotoxic; also: potency is read from the fitted curve at half-maximal effect; % is scaled to controls: 0 for no effect and ±100 for the full control effect; nearly all actives have a fitted effect of over 60% in size
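Screening of KB-3-1 cells (DMEM, 10% FBS, phenol-red free) ran from lowest to highest compound concentration; after 72 h at 37 °C viability was read luminescently and curves fitted.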
SW480 rerep – DNA re-replication induction in SW480 cells; SW480 DNA re-replication, Hoechst DNA content imaging, 48 h; Potency, µM (titrated, usually from 46.1 µM), for the others: at the top dose re-replication activation, usual class: activators; 340,000 tested, 1.8% active; also: potency is read from the fitted curve at half-maximal effect; % of control where 0% means no effect; nearly all actives have a fitted effect of over 55% in size
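Readout is total intensity of Hoechst-stained nuclei, excited at 405 nm and collected at 500-530 nm. Compound treatment lasted 48 hr at 37 C in 5% CO2 before staining.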
ATXN2 expr inh – inhibitors of ATXN2 expression; Potency, µM (highest dose often 57 µM), without a hit: at the top dose activity change, negative = inhibition, most hits filed as inhibitors; HEK-293 ATXN2-luciferase reporter, luminescence, 24 h; 360,000 tested, 0.72% active; AID 1745845; also: potency is read from the fitted curve at half-maximal effect; % is scaled to controls: 0 for no effect and ±100 for the full control effect; nearly all actives have a fitted effect of over 55% in size
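ATXN2-luciferase reporter cells (luciferase flanked by upstream and downstream ATXN2 gene portions) were treated 24 h at 37 °C with compounds at up to 57 uM. SteadyGlo luminescence gave expression; GF-AFC fluorescence gave viability.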
Starred values were filed as active, the others as inactive; i = inactive; u = inconclusive; x = not tested or not shown; [ ] = dose if it differs, or a comment. Unless noted, calls follow the shape of the dose curve; as a rule, active = well fitted curve in the direction sought with a large enough effect; inconclusive = small, poorly fitted or top-dose-only effect, or another doubt; inactive = no such curve, though single readings can be large; an effect the other way counts as inactive or inconclusive.

SMILES | KB-V1 cytotox | IL1B secr inh | HT1080 IDH1KD tx | S2 tox | MCF10A rereplic | HT1080-NT tox | KB-3-1 tox | SW480 rerep | ATXN2 expr inh
COC(=O)C1C(c2ccccc2)C(C(=O)OCc2ccco2)C1c1ccccc1 (stereo not given) | 13µM* | -11 | -23% | i | u | 7% | u | 9% | -15%
O=C(SCC(O)C(O)CS)c1cccs1 (stereo not given) | 2% | 0 | 5% | i | -1% | 2% | 0% | -68%[inhibitor] | -1%
Clc1ccc(Br)c(-c2nc3ccccc3[nH]2)c1 | -22% | -15 | -3% | i | x | -2% | 0% | x | x
COc1cccc(NC(=O)CCc2nnc3ccc(NCc4ccco4)nn23)c1 | 4% | 15 | 3% | i | 6% | 1% | -9% | -2% | 8%
NC(=O)CSc1nc(C2CC2)nc2sc3c(c12)CCCC3 | u | 27 | 7% | i | 0% | -2% | 1% | -4% | x
O=[N+]([O-])c1ccc(/C=N/Nc2ccccn2)cc1 | 0% | -22 | -2% | i | -8% | -4% | -22% | 1% | -16%
O=c1oc2ccccc2cc1-c1ccccc1 | 0% | -11 | 6% | i | 1% | 20% | 3% | -44%[inhibitor] | x
Cn1c(=O)[nH]c(=O)c2c1nc1n(CCO)c(-c3ccccc3)cn21 | 10% | x | x | i | x | x | 4% | x | 11%
O=C(COC(=O)c1ccc(NS(=O)(=O)c2ccc(F)c(F)c2)cc1)NCC1CCCO1 (stereo not given) | 0% | 5 | 9% | i | 0% | -1% | 11% | -3% | -22%[11.3 µM]
COc1ccc(C2CC(c3ccccc3)=NN2c2ccc(/C=N/NC(=O)c3ccncc3)cc2)cc1 (stereo not given) | -18% | 15 | -21% | i | u | -14% | u | u | -18%
Cc1cccc(C)c1NCc1nnc(SCC(=O)Nc2nc(-c3ccccc3)cs2)n1-c1ccccc1 | u | 25 | 1% | i | 7% | -2% | u | 15% | 3%
COc1cc(CN2CCN(CCc3ccccc3)C(CCO)C2)cc(OC)c1 (stereo not given) | -23% | 5 | 16% | i | 0% | 15% | -8% | -1% | -14%
CCOc1ccc(S(=O)(=O)N(CC)CC(=O)N2CCCC2)cc1 | -14% | -7 | 2% | i | -2% | 0% | -3% | 3% | x
O=C(Nc1nnc([C@H]2C[C@H](O)[C@@H](CO)O2)s1)Nc1ccccc1F | 2% | 4 | u | i | x | 24% | 10% | x | 24%
COC(=O)[C@@]12C[C@@H](CC(=O)NCc3cccc4ccccc34)C(=O)N(Cc3ccccc3)C1=CCC(C)(C)C2 | 21µM* | -61* | u | x | x | u | u | x | x
Cc1ccccc1N=C1NC(=O)C(CO)(CO)S1 | 3% | -6 | 6% | i | -2% | -3% | 14% | 4% | 13%
CC(OC(=O)c1snc(C(=O)NC2CCCCC2)c1N)C(=O)NC1CCCCC1 (stereo not given) | u | 5 | -7% | i | 21µM* | -7% | -6% | u | -8%
CC1CN(C(=O)CCNC(=O)c2ccccc2Cl)CC(C)O1 (stereo not given) | 18% | -6 | 19% | i | 5% | 16% | 15% | 4% | -3%
CC(C)(C)n1nnnc1C(c1ccc(C(F)(F)F)cc1)N(Cc1ccccc1)Cc1ccco1 (stereo not given) | u | -12 | -28% | u | u | u | u | 6% | -5%
CCCS(=O)(=O)c1ncc(Cl)c(C(=O)Nc2scc(-c3ccccc3)c2C(=O)OCC)n1 | u | x | x | 16µM* | x | x | u | x | u
CCCNC(=O)C(NS(=O)(=O)c1ccc2c(c1)c(=O)n(C)c(=O)n2C)c1ccccc1 (stereo not given) | 0% | 1 | 1% | i | 0% | 0% | -1% | -1% | -10%
Cc1ccc(NC(=O)CN2C(=O)COc3ccc(S(=O)(=O)NC4CCCC4)cc32)cc1Cl | 0% | x | x | u | x | x | 5% | x | -22%
CC(C)CNC(=O)COC(=O)CCC(=O)c1ccc(F)cc1 | 1% | 10 | 8% | i | -2% | 14% | -3% | -15% | 0%
CN(CC(=O)Nc1ccc(Cl)cc1)C(=O)c1sccc1-c1ccccc1 | u | -13 | -30% | i | u | 2%[9.24 µM] | 1% | -29% | -24%
Cc1nc(N(C)C)c2sc(=S)n(Cc3ccccc3)c2n1 | u | 41 | 21% | i | -1% | 7% | -1% | 3% | -12%

The list goes on.
SMILES | KB-V1 cytotox | IL1B secr inh | HT1080 IDH1KD tx | S2 tox | MCF10A rereplic | HT1080-NT tox | KB-3-1 tox | SW480 rerep | ATXN2 expr inh
CN(C(=O)C=Cc1ccccc1)c1ccccc1 | 4% | -9 | 9% | i | 9% | 4% | 8% | -1% | 32%[activator]
CCc1nnc(NC(=O)Cn2nnc(-c3ccccc3F)n2)s1 | 16% | 25 | 22% | i | 5% | 11% | 14% | -6% | -3%
Cc1cc(C)cc(NC(=O)C/C(N)=N/O)c1 | 6% | 19 | 18% | i | 4% | 6% | 10% | -5% | -7%
O=[N+]([O-])c1ccc(S(=O)(=O)c2ccccc2)nc1 | -7% | 0 | 5.8µM* | x | u | 5.8µM* | 16% | -13% | x
Cc1ccc(-n2ncc3c(NCCCc4ccccc4)ncnc32)cc1 | 21% | x | x | i | x | x | 7% | x | 32%[activator]
CCOC(=O)c1nnn(CC(=O)N2N=C(c3cccc4ccccc34)CC2c2ccccc2)c1C(=O)OCC (stereo not given) | 4% | -26 | -3% | i | 13% | -5% | -8% | 2% | 4%
CC(C)c1ccccc1OCC(=O)NC1CCCc2ccccc21 (stereo not given) | u | -27 | u | i | u | -16% | 0% | u | -26%
C[C@H]1CN([C@@H](C)CO)C(=O)CCCn2nncc2CO[C@H]1CN(C)C(=O)Nc1ccccc1 | -7% | 9 | 0% | i | x | -4% | -8% | x | 6%
C/C(=C\C(=O)c1ccc(Br)cc1)NNC(=O)c1ccc(O)cc1 | -11% | 69 | -11% | i | 3% | -5% | u | u | u
Cn1nc(C(C)(C)C)c([N+](=O)[O-])c1C(=O)N1CCCCCC1 | 3% | -6 | 0% | i | -21% | -7% | -6% | 24% | x
CCc1cc[n+](CC(=O)Nc2ccc(Cl)cc2Cl)cc1 | 9% | -22 | -11% | i | 29% | -15% | 29% | -4% | -8%
CC(C)C(=O)Nc1ccccc1C(=O)OCc1cc(=O)n2nc(C3CC3)sc2n1 | 17% | x | x | i | x | x | 1% | x | 16%
N#Cc1c(-c2ccccc2)ccn(Cc2cccc(Cl)c2)c1=O | 0% | -18 | -8% | i | 6% | -14% | -13% | 4% | 13%
CC(=O)C1=C(O)C(=O)N(CCC(=O)O)C1c1cccc(F)c1 (stereo not given) | 10% | 4 | 4% | i | -13% | 15% | 3% | -6% | -2%
CCOC(=O)N1CCN(C(=O)c2cn(CC)c3ccc(S(=O)(=O)N(C)C4CCCCC4)cc3c2=O)CC1 | 10% | -8 | -2% | i | 7% | 2% | 0% | -16% | x
COc1ccc(NC(=O)COc2nsnc2N2CCOCC2)c(OC)c1 | 0% | 4 | 2% | i | 15% | 3% | -14% | 0% | -13%
O=C(NCC1COc2ccccc2O1)c1ccc(Cl)c(S(=O)(=O)N2CCCC2)c1 (stereo not given) | u | -23 | -7% | i | 7% | -8% | -17% | u | -13%
COC(=O)c1c(-c2cccs2)csc1NC(=O)COc1ccc(C)cc1 | -2% | x | x | i | x | x | 8% | x | 3%
CCOc1cccc(CN2CCN(CCCc3ccccc3)C(CCO)C2)c1O (stereo not given) | u | 25 | 8% | u | u | 0% | 11% | -20% | -15%
CC(C)c1ccc(N(C(=O)c2cc3ccccc3oc2=O)C2C=CS(=O)(=O)C2)cc1 (stereo not given) | u | -5 | 10% | i | 4% | 9% | 17% | -2% | -8%
COC(=O)C1=C(O)/C(=C\c2cc(C)n(-c3ccccc3F)c2C)N=C1C | 17% | 29 | 11% | i | -7% | 1% | 0% | 10% | 5%
NS(=O)(=O)c1ccc(NC(=O)Nc2cccc3ccccc23)cc1 | 21% | -18 | 26% | i | -39% | 23% | 5% | -19% | 1%
COC(=O)CCCn1cc(CN2CC(N3CCCCC3)CS2(=O)=O)nn1 (stereo not given) | 0% | 13 | 0% | i | x | 15% | 1% | x | 4%
CCCN1C(=O)C2(C(C(=O)c3ccc(C)o3)=C(O)C(=O)N2CCCOC)c2ccccc21 (stereo not given) | 17% | 25 | 15% | u | -4% | 3% | -2% | -7% | -7%

Four of the compounds above, field by field:
COC(=O)C1=C(O)/C(=C\c2cc(C)n(-c3ccccc3F)c2C)N=C1C
- KB-V1 cytotox: 17%
- IL1B secr inh: 29
- HT1080 IDH1KD tx: 11%
- S2 tox: i
- MCF10A rereplic: -7%
- HT1080-NT tox: 1%
- KB-3-1 tox: 0%
- SW480 rerep: 10%
- ATXN2 expr inh: 5%
CCc1cc[n+](CC(=O)Nc2ccc(Cl)cc2Cl)cc1
- KB-V1 cytotox: 9%
- IL1B secr inh: -22
- HT1080 IDH1KD tx: -11%
- S2 tox: i
- MCF10A rereplic: 29%
- HT1080-NT tox: -15%
- KB-3-1 tox: 29%
- SW480 rerep: -4%
- ATXN2 expr inh: -8%
Cc1ccc(-n2ncc3c(NCCCc4ccccc4)ncnc32)cc1
- KB-V1 cytotox: 21%
- IL1B secr inh: x
- HT1080 IDH1KD tx: x
- S2 tox: i
- MCF10A rereplic: x
- HT1080-NT tox: x
- KB-3-1 tox: 7%
- SW480 rerep: x
- ATXN2 expr inh: 32%[activator]
COc1ccc(NC(=O)COc2nsnc2N2CCOCC2)c(OC)c1
- KB-V1 cytotox: 0%
- IL1B secr inh: 4
- HT1080 IDH1KD tx: 2%
- S2 tox: i
- MCF10A rereplic: 15%
- HT1080-NT tox: 3%
- KB-3-1 tox: -14%
- SW480 rerep: 0%
- ATXN2 expr inh: -13%
